Bioassay records as filed in PubChem BioAssay.
FN deposit inh: fibronectin deposition inhibition. AH1F fibroblasts, Alexa488-fibronectin deposition fluorescence, overnight. inhibition, % at 12.6 µM. actives 0.086% (n = 350,000). AID 743247;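 active = mean inhibition across replicates of 30% or more, regardless of how many single replicates reach that level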;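 note: positive control wells lacked labelled fibronectin entirely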
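Material: AH1F fibroblast monolayer depositing Alexa488-labelled fibronectin into matrix / Amount: 10000 AH1F cells per well / Signal: fluorescence 485/525 nm / Medium: DMEM, 2% serum / Compound: single dose, pinned / Incubation: 1 h cell adhesion before compound, then overnight fibronectin incubation / Reagent: Alexa488-FN, 24 nM final / Read-out: inhibition of fibronectin deposition signal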
CASP6 VEID inh: inhibitors of human caspase-6; actives 0.53% (n = 350,000); purified caspase-6, Z-VEID-R110 cleavage fluorescence; AID 686996; P55212; inhibition, % at 12.5 µM;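 active = mean inhibition across replicates at least about 35%, with every replicate also reaching that limit, limit read from the data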;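 note: 0% = median of neutral control wells and 100% = no fluorescence left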
Target sequence (P55212 24-179 limits assumed): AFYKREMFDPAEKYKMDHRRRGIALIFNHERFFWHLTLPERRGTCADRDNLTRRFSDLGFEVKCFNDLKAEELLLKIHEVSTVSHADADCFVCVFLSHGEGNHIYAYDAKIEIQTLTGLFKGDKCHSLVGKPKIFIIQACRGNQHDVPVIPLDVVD
Target sequence (P55212 194-293 limits assumed): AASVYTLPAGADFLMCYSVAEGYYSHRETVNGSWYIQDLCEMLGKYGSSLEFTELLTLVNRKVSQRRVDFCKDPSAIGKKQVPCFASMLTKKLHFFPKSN
S100A4 MyoIIA: inhibitors of human S100A4 binding to myosin IIA peptide; inhibition, % at 10.7 µM; P26447; S100A4/TAMRA-MyoIIA peptide fluorescence polarization; actives 0.14% (n = 360,000);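 active = mean inhibition of at least 70% across replicates, with every replicate also reaching that level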
Target sequence (P26447 whole entry, looked up): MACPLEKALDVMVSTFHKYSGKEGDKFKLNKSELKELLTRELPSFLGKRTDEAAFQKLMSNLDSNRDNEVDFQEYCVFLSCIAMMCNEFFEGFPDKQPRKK
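System – human S100A4 monomer protein, biochemical binding assay · Buffer or medium – Calcium-containing HEPES buffer, pH 7.2 · Timing – 5 min between mix addition and reading · Also added – TAMRA-labelled myosin IIA heavy-chain peptide probe, 5 nM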
C2C12 statin: protects C2C12 myotubes from simvastatin toxicity | rescue of ATP level, % at 7.49 µM | ATP luminescence, 48 h; scaled: DMSO 0, geranylgeraniol control 100 | actives 0.78% (n = 330,000);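 active = mean ATP rescue above about 67%, or every replicate alone reaching that limit, limit read from the data, passing the limit was not always enough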;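 note: myotubes were challenged with 10 µM simvastatin during compound exposure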
SIRT5 block: inhibitors of human sirtuin-5 desuccinylase; Q9NXA8; Purified SirT5, succinyl-peptide AMC, trypsin-coupled fluorescence; inhibition, % at 15 µM; actives 1.1% (n = 330,000); AID 652115; in the data active = inhibition above about 15%
Target sequence (Q9NXA8 whole entry, looked up): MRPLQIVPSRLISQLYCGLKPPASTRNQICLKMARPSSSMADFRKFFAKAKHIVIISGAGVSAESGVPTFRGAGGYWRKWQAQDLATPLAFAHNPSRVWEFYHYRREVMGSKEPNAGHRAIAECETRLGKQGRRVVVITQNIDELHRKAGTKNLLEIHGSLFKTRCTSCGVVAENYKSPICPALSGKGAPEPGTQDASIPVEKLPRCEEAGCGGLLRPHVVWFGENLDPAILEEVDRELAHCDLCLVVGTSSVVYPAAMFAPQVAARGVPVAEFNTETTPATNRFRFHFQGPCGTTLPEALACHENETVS
esBAF inh: inhibitors of esBAF chromatin remodeling in mouse ES cells; Bmi1-luciferase knock-in reporter, 24 h; 100% = twice the neutral-well signal; reporter increase, % at 12.5 µM; actives 2% (n = 350,000); in the data active = activation above about 40%;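 note: 0% = median of the plate's neutral control wells and 100% = double that signal; a rise in the Bmi1 reporter signal indicates esBAF inhibition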
LGR2 inh: inhibitors of bursicon-induced Drosophila LGR2 receptor cAMP signaling | AID 720647 | actives 0.35% (n = 380,000) | inhibition, % at 9.99 µM | HEK293 LGR2, CRE-luciferase, bursicon-stimulated, 4 h;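 active = drop in luminescence signal, shown as inhibition above about 50% in the replicate tests, limit read from the data, passing the limit was not always enough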;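 note: agonist challenge used bursicon conditioned medium at about half maximal strength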
Numbers without * were called inactive.

For O=C(Nc1ccc(N2CCCC2)cc1)c1cc2ccccc2o1 the results were FN deposit inh -30, CASP6 VEID inh -2, S100A4 MyoIIA -8, C2C12 statin 6, SIRT5 block -4, esBAF inh 43* and LGR2 inh -11.
For COc1ccc(CN2CCC(C)(Oc3ccc(C(C)=O)cc3)C2)c2ccccc12 (stereo not drawn) the results were FN deposit inh 3, CASP6 VEID inh 1, S100A4 MyoIIA 2, C2C12 statin 4, SIRT5 block -4, esBAF inh 3 and LGR2 inh -4.
COc1ccc(Cc2c(-c3cccc(Br)c3)nc3ccc(Cl)cn23)c(C)c1 was read as FN deposit inh -4, CASP6 VEID inh 1, S100A4 MyoIIA 1, C2C12 statin -15, SIRT5 block -4, esBAF inh 58* and LGR2 inh -38.
`C[C@@H]1CCCCO[C@H](CN(C)C(=O)Cc2ccccc2)[C@@H](C)CN([C@H](C)CO)C(=O)c2cc(NS(C)(=O)=O)ccc2O1` gave FN deposit inh 2, CASP6 VEID inh 1, S100A4 MyoIIA 4, C2C12 statin -47, SIRT5 block -6, esBAF inh -5 and LGR2 inh 2.
For CN(CC(=O)Nc1ccc(OC(F)(F)F)cc1)C(=O)Cc1cccs1 the results were FN deposit inh 1, CASP6 VEID inh -4, S100A4 MyoIIA -8, C2C12 statin 3, SIRT5 block 0, esBAF inh 10 and LGR2 inh 17.
For CNC(=O)CCn1nc(-c2ccc(C)cc2)c2ccccc2c1=O the results were CASP6 VEID inh 3, S100A4 MyoIIA 0, C2C12 statin 1, SIRT5 block -4, esBAF inh -6 and LGR2 inh 1.
For CN(Cc1ccccc1)C(=S)Nc1cccnc1 the results were CASP6 VEID inh 2, S100A4 MyoIIA -11, SIRT5 block -5 and LGR2 inh 3.
For CNC[C@H]1Oc2ccc(NC(=O)c3ccncc3)cc2CC(=O)N([C@H](C)CO)C[C@H]1C the results were FN deposit inh 2, CASP6 VEID inh -1, S100A4 MyoIIA 3, C2C12 statin -24, SIRT5 block 1, esBAF inh -6 and LGR2 inh 23.
Screening C[C@@H]1CN([C@@H](C)CO)S(=O)(=O)c2ccc(Br)cc2O[C@H]1CN(C)S(=O)(=O)c1ccccc1 returned FN deposit inh -3, CASP6 VEID inh 2, S100A4 MyoIIA -17, C2C12 statin 12, SIRT5 block 1, esBAF inh 2 and LGR2 inh 7.
CCOC(=O)C1CCCN(C(=S)Nc2cc(C)cc(C)c2)C1 (stereo not drawn) was read as FN deposit inh 5, C2C12 statin 5 and esBAF inh -7.
`COc1ccc(CCNC(=O)C2CCC(=O)N2S(=O)(=O)c2ccc(C)cc2)cc1` (stereo not drawn) gave FN deposit inh 1, CASP6 VEID inh -1, S100A4 MyoIIA -30, C2C12 statin 12, esBAF inh 12 and LGR2 inh 6.
For COCCCN1C(=O)C(CC(=O)NC2CCCCC2)CC(C(=O)N2CCCCCC2)=C1C (stereo not drawn) the results were FN deposit inh -2, CASP6 VEID inh -2, S100A4 MyoIIA 1 and LGR2 inh -8.
Screening CO[C@@H]1CN(C)C(=O)c2ccc(NC(=O)c3cnccn3)cc2OC[C@@H](C)N(C)C[C@@H]1C returned FN deposit inh -3, CASP6 VEID inh -12, S100A4 MyoIIA 5, SIRT5 block 1 and LGR2 inh 1.
Screening Cc1cccc(N2CCN(C(=O)CN3C(=O)NC(C)(C4CC4)C3=O)CC2)c1C (stereo not drawn) returned FN deposit inh -3, CASP6 VEID inh -2, S100A4 MyoIIA -3, C2C12 statin 10, SIRT5 block 1, esBAF inh 35 and LGR2 inh 2.
For CCN=C1NC(c2cccc(F)c2)C(C(=O)OC)=C(C)N1Cc1ccccc1C(F)(F)F (stereo not drawn) the results were FN deposit inh -4, CASP6 VEID inh 0, S100A4 MyoIIA -3 and LGR2 inh 12.
Screening COC(=O)c1sccc1NC(=S)Nc1ccc(F)cc1 returned FN deposit inh -6, C2C12 statin -9, esBAF inh 1 and LGR2 inh -10.
Cc1cccc(N(C(=O)c2snc(C(N)=O)c2N)C(C(=O)NC2CCCC2)c2ccc(C)o2)c1 (stereo not drawn) was read as FN deposit inh -2, CASP6 VEID inh 0, S100A4 MyoIIA -1, C2C12 statin -1, SIRT5 block -5, esBAF inh 6 and LGR2 inh 9.
For O=[N+]([O-])c1ccccc1S(=O)(=O)N1CCN(C2CCN(Cc3ccccc3)CC2)CC1 the results were FN deposit inh 0, CASP6 VEID inh -11, S100A4 MyoIIA -7, C2C12 statin -1, SIRT5 block -2, esBAF inh -3 and LGR2 inh -8.
O=[N+]([O-])c1ccc(Cl)cc1N1CCCCC1 was read as FN deposit inh -1, CASP6 VEID inh 0, S100A4 MyoIIA -4, SIRT5 block -3 and LGR2 inh -8.
For CNC[C@H]1Oc2ccc(NC(=O)Nc3ccc(C(F)(F)F)cc3)cc2C(=O)N([C@H](C)CO)C[C@H]1C the results were CASP6 VEID inh -5, S100A4 MyoIIA 6, C2C12 statin -17, SIRT5 block -2, esBAF inh 6 and LGR2 inh 11.
For COc1ccc(COC(=O)C2=C(C)NC(=O)NC2c2ccc(OC)cc2)cc1 (stereo not drawn) the results were FN deposit inh -11, CASP6 VEID inh -2, S100A4 MyoIIA -4, C2C12 statin 1, SIRT5 block 2, esBAF inh -12 and LGR2 inh 9.
For COc1cccc(C(=O)COc2ccc3c(C)c(Cc4ccccc4)c(=O)oc3c2)c1 the results were FN deposit inh -2, CASP6 VEID inh -3, S100A4 MyoIIA 3, SIRT5 block 3 and LGR2 inh 6.
Cn1c(=S)[nH]c2c(c1=O)C(C)(C)Cc1ccccc1-2 was read as FN deposit inh 17, CASP6 VEID inh 1, S100A4 MyoIIA 0, SIRT5 block 1 and LGR2 inh 3.
For COc1nccnc1NS(=O)(=O)c1ccc(NC(=S)NC(=O)c2ccccc2F)cc1 the results were FN deposit inh -2, CASP6 VEID inh 3, S100A4 MyoIIA -6, SIRT5 block 1 and LGR2 inh -3.
For O=C(C1CCC1)N1CCN(S(=O)(=O)c2cccc(F)c2)CC1 the results were FN deposit inh -3, CASP6 VEID inh -2, S100A4 MyoIIA 2, C2C12 statin -3, SIRT5 block -3, esBAF inh 3 and LGR2 inh 3.
Screening C[C@H]1CN([C@@H](C)CO)C(=O)c2cc(C3=CCCC3)cnc2O[C@@H]1CN(C)Cc1ccccc1F returned FN deposit inh -10, C2C12 statin 11, esBAF inh -10 and LGR2 inh -28.
Screening Cc1ccc2oc(=O)c(-c3ccc(O)cc3)c(C)c2c1 returned FN deposit inh 0, CASP6 VEID inh 0, S100A4 MyoIIA -4, C2C12 statin 10, SIRT5 block -6, esBAF inh 25 and LGR2 inh -29.
`Cc1nc2nc(SCC(=O)c3ccccc3)[nH]c2cc1Br` gave FN deposit inh 0, CASP6 VEID inh 0, S100A4 MyoIIA -1, SIRT5 block 2 and LGR2 inh -49.
Screening CCOC(=O)[C@H]1[C@H]2COc3ccc(Br)cc3[C@H]2N2C(=O)CNC(=O)[C@@]12C returned FN deposit inh -7, CASP6 VEID inh -1, S100A4 MyoIIA 3, C2C12 statin -4, SIRT5 block -5, esBAF inh -6 and LGR2 inh 11.
Screening O=C(c1c(F)cccc1F)N1CCC(n2nnc3cc(C(F)(F)F)ccc32)CC1 returned FN deposit inh -1, CASP6 VEID inh 1, S100A4 MyoIIA -2, SIRT5 block -2 and LGR2 inh 29.
Screening COc1ccccc1N1CCN(C(=O)CCC(=O)Nc2nnc(C(C)C)s2)CC1 returned FN deposit inh -3, CASP6 VEID inh 4, S100A4 MyoIIA -1, C2C12 statin -6, SIRT5 block -2, esBAF inh -6 and LGR2 inh -3.
Screening Cc1nc2c(C#N)cnn2c2c1CCN(Cc1ccccc1)N2C returned CASP6 VEID inh 2, S100A4 MyoIIA -1, C2C12 statin 14, SIRT5 block 1, esBAF inh -2 and LGR2 inh 17.
`O=C(c1ccc(-n2cncn2)c([N+](=O)[O-])c1)N1CCN(S(=O)(=O)c2c(F)cccc2F)CC1` gave FN deposit inh 6, CASP6 VEID inh -8, S100A4 MyoIIA -5, SIRT5 block -1 and LGR2 inh -4.
COc1ccc(NC(=O)CCc2nnc3ccc(NCc4ccc5c(c4)OCO5)nn23)cc1 was read as FN deposit inh -3, CASP6 VEID inh -2, S100A4 MyoIIA -1, C2C12 statin 4, SIRT5 block -4, esBAF inh -3 and LGR2 inh -2.
COc1ccc(NS(=O)(=O)c2ccc(N/N=C(\C)c3ccncc3)c([N+](=O)[O-])c2)cc1 was read as FN deposit inh 3, CASP6 VEID inh 2, S100A4 MyoIIA -1, SIRT5 block -5 and LGR2 inh 22.
`COCc1cc(N2CCN(C(=O)OC(C)(C)C)C[C@H]2C)ccc1N1CCN(Cc2ccccc2)[C@H](C)C1` gave FN deposit inh -6, CASP6 VEID inh 0, S100A4 MyoIIA -9, SIRT5 block 4 and LGR2 inh -4.
`O=C(C[C@H]1CC[C@H](NS(=O)(=O)c2ccc(F)cc2)[C@H](CO)O1)N1CCc2ccccc2C1` gave CASP6 VEID inh 0, S100A4 MyoIIA -2, C2C12 statin -3, SIRT5 block -1, esBAF inh 3 and LGR2 inh 5.
`COc1cc(S(=O)(=O)n2cnc(C)c2)ccc1Cl` gave FN deposit inh 4, CASP6 VEID inh -1, S100A4 MyoIIA 5, SIRT5 block -4 and LGR2 inh 19.
Screening C[C@@H]1CCCCO[C@H](CN(C)Cc2ccncc2)[C@H](C)CN([C@H](C)CO)C(=O)c2cc(NC(=O)NC3CCCCC3)ccc2O1 returned FN deposit inh 11, CASP6 VEID inh -1, S100A4 MyoIIA 4, C2C12 statin -35, SIRT5 block 5, esBAF inh -1 and LGR2 inh 4.
For CC1(C(=O)NS(=O)(=O)c2ccc(Cl)cc2)CCN1C(=O)Cc1ccsc1 (stereo not drawn) the results were FN deposit inh 3, CASP6 VEID inh -1, S100A4 MyoIIA -3, C2C12 statin 2, esBAF inh -2 and LGR2 inh -3.
Screening CSc1nc(-c2ccccc2)nn1C(=O)c1ccccc1 returned FN deposit inh -6, CASP6 VEID inh 0, S100A4 MyoIIA -4, SIRT5 block -2 and esBAF inh 7.
For CC(=O)NCCNc1nc2cc(-c3cscc3C)sc2c(=O)n1C the results were FN deposit inh -1, CASP6 VEID inh 12, S100A4 MyoIIA -2, C2C12 statin 4, SIRT5 block 1, esBAF inh 2 and LGR2 inh -2.

Ordered by SMILES length (rising): some entries from above.
Screening CSc1nc(-c2ccccc2)nn1C(=O)c1ccccc1 returned FN deposit inh -6, CASP6 VEID inh 0, S100A4 MyoIIA -4, SIRT5 block -2 and esBAF inh 7.
Screening Cc1nc2c(C#N)cnn2c2c1CCN(Cc1ccccc1)N2C returned CASP6 VEID inh 2, S100A4 MyoIIA -1, C2C12 statin 14, SIRT5 block 1, esBAF inh -2 and LGR2 inh 17.
For CC(=O)NCCNc1nc2cc(-c3cscc3C)sc2c(=O)n1C the results were FN deposit inh -1, CASP6 VEID inh 12, S100A4 MyoIIA -2, C2C12 statin 4, SIRT5 block 1, esBAF inh 2 and LGR2 inh -2.
`O=C(c1ccc(-n2cncn2)c([N+](=O)[O-])c1)N1CCN(S(=O)(=O)c2c(F)cccc2F)CC1` gave FN deposit inh 6, CASP6 VEID inh -8, S100A4 MyoIIA -5, SIRT5 block -1 and LGR2 inh -4.
Screening C[C@@H]1CCCCO[C@H](CN(C)Cc2ccncc2)[C@H](C)CN([C@H](C)CO)C(=O)c2cc(NC(=O)NC3CCCCC3)ccc2O1 returned FN deposit inh 11, CASP6 VEID inh -1, S100A4 MyoIIA 4, C2C12 statin -35, SIRT5 block 5, esBAF inh -1 and LGR2 inh 4.

An excerpt; rates above refer to the full screens.
